Assay outcomes from PubChem.
DDE Tn6 FP inh: disrupts Tn6 cyclic peptide binding to fibrin D-Dimer-E complex. 370,000 compounds, 0.21% hits. inhibition, % at 8.3 µM. AID 720509. Fibrin DD(E) TRITC-Tn6 fluorescence polarization displacement;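 active = inhibition above a per-campaign cutoff: mean of compounds within control limits plus 3 SD, cut at about 15% in these data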;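 also: 0% = median of all compound wells on the plate and 100% = blocking peptide control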
PLCb3 inh: PLC-beta3 (human) inhibition, primary screen; 370,000 compounds, 0.18% hits; Purified PLC-beta3, fluorogenic substrate, fluorescence; inhibition, % at 12.2 µM; Q01970; in the data active = inhibition above about 11%;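 also: 0% = median of compound wells on plate and 100% = full blocker control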
ADAM17 inh: ADAM17 inhibition, QFRET primary screen. P78536. recombinant ADAM17, EDANS/DABCYL FRET peptide cleavage. inhibition, % at 6.95 µM. 370,000 compounds, 0.83% hits;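 active = inhibition above the mean of compounds lying between control limits plus 3 SD, set per campaign, cut at about 8.5% in these data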;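 also: 0% = DMSO-only wells as the low control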
ADAM10 inh: ADAM10 inhibition, QFRET primary screen; O14672; recombinant ADAM10, EDANS/DABCYL FRET peptide cleavage, 3 h; inhibition, % at 7 µM; 370,000 compounds, 0.62% hits;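 active = inhibition above a per-campaign cutoff equal to the mean of compounds falling between control-based bounds plus 3 SD, cut at about 20% in these data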;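 also: 0% = DMSO wells while the 100% control is not disclosed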
ASAP1 GAP inh: ASAP1 ArfGAP inhibition; ASAP1-stimulated ARF1 GTP hydrolysis, GDP FP detection; 360,000 compounds, 0.19% hits; inhibition, % at 16.5 µM; AID 624377; Q9ULH1; in the data active = inhibition above about 25%;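 also: 0% = vehicle with enzyme and substrate and 100% = no enzyme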
ARFGAP1 inh: rat ARFGAP1 inhibition. inhibition, % at 16.5 µM. 360,000 compounds, 0.26% hits. Arfgap1-stimulated ARF1 GTP hydrolysis, GDP FP detection. Q62848. AID 651572;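 active = inhibition above a per-plate limit, mean inhibition of low control wells plus 3 SD, cut at about 25% in these data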;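 also: 0% = DMSO wells with enzyme and 100% = wells lacking Arfgap1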
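Repeats: one replicate per compound; assay system: rat Arfgap1 catalytic domain, aa 1-136; times: enzyme reaction 120 min at 25 °C after 20 min preincubation; detection: FP of antibody-bound GDP Alexa 633 tracer, ex 620/em 688 nm; benchmarks: high control wells lacking Arfgap1, low control full reaction with DMSO; reagent: human ARF1(Δ1-17)-GTP substrate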
Tn7 DDE FP: DD(E)-Tn7 binding inhibition, primary FP screen; P02675; FP displacement of FITC-Tn7 peptide from fibrin DD(E); 0% = median of compound wells per plate; inhibition, % at 8.3 µM; 370,000 compounds, 0.13% hits; AID 720508;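 active = inhibition above the mean of compounds falling within the control limits plus 3 SD of them, cut at about 14% in these data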;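 also: 0% = plate median of compound wells and 100% = 10 µM Aha-Tn7 peptide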
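Assay system: Human clot-derived fibrin DD(E) complex | Buffer or medium: Tris/NaCl/CaCl2 buffer, pH 7.8 | Repeats: One replicate per compound | Benchmarks: Aha-Tn7 high control | Measure: % inhibition scaled between sample-field median and high-control FP | Schedule: 10 min plus 3 h, room temperature | Signal: Fluorescence polarization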
TDP2 absorb: TDP2 (human) inhibition, absorbance primary screen. O95551. recombinant TDP2, T5PNP hydrolysis, p-nitrophenol absorbance 415 nm. 370,000 compounds, 0.34% hits. inhibition, % at 12.8 µM. AID 720702;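 active = inhibition above the mean of all tested compounds plus 3 SD, set per campaign, cut at about 25% in these data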;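 also: 0% = DMSO with enzyme and 100% = buffer with substrate but no TDP2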
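test system = human TDP2 enzyme | input = TDP2 enzyme at 120 nM final | medium = 50 mM Tris-HCl pH 7.5 with Mg2+, KCl, DTT, BSA | also added = T5PNP substrate, 5 mM | times = 2 h at 37 °C | technique = epi absorbance | benchmarks = high control without enzyme, low control DMSO plus TDP2 | replication = each compound tested once, singlicate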
PLCg1 inh: blocks human PLC-gamma1 enzyme activity; 370,000 compounds, 0.84% hits; purified PLC-gamma1, fluorogenic substrate, fluorescence; AID 720700; inhibition, % at 12.2 µM; in the data active = inhibition above about 9.5%
Target sequence (P19174 whole entry, looked up): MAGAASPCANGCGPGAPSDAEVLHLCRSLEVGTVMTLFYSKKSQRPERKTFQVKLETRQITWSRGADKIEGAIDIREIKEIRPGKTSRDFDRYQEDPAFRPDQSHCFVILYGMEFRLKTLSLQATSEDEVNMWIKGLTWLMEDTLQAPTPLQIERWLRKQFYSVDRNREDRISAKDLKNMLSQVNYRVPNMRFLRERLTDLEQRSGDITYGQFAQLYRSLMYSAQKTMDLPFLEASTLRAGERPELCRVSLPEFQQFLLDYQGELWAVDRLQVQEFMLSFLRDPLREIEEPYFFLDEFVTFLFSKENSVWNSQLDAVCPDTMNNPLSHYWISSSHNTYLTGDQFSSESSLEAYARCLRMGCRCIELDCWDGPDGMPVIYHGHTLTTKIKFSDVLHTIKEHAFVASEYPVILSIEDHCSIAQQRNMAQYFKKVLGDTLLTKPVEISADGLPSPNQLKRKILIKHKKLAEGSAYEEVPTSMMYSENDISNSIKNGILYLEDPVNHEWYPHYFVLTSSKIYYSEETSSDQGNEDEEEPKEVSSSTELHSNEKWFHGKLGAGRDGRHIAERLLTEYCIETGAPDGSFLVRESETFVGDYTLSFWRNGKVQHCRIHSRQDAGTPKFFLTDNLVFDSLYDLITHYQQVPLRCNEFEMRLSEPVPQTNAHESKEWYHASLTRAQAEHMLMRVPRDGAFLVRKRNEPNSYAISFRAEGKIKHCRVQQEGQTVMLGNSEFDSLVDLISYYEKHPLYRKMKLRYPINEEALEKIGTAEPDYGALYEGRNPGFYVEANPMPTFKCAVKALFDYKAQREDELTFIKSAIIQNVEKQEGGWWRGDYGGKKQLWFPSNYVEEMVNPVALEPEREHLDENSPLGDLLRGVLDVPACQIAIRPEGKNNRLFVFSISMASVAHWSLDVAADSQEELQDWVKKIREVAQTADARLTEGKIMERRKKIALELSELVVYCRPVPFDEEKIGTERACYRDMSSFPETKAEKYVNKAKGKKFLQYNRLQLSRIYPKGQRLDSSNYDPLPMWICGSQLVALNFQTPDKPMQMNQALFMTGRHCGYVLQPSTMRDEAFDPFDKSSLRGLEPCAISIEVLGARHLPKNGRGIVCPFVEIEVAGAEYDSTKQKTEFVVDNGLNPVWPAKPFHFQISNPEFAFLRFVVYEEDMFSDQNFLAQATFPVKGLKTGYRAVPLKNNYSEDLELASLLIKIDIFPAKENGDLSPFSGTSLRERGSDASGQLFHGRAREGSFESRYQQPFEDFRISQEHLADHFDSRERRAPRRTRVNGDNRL
SIAE inh: inhibitors of human sialic acid acetylesterase SIAE | SIAE FP-Rh probe binding, fluorescence polarization | AID 1053197 | Q9HAT2 | 370,000 compounds, 0.69% hits | inhibition, % at 9.66 µM;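 active = inhibition above a cutoff: mean of compounds within the control limits plus 3 SD of those, cut at about 17% in these data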;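 also: 0% = plate median of compound wells and 100% = probe without SIAE protein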
The depositor's hits bear a star.

COC(=O)CSC1=C(C#N)C(c2ccc(F)cc2)CC(=O)N1 (stereo not given) was read as DDE Tn6 FP inh -3, PLCb3 inh -2, ADAM17 inh -1, ADAM10 inh -6, ASAP1 GAP inh 16, ARFGAP1 inh -7, Tn7 DDE FP -3, TDP2 absorb 6, PLCg1 inh -1 and SIAE inh 3.
For COc1ccc(CCNC(=O)C(CC(C)C)NC(N)=O)cc1 (stereo not given) the results were DDE Tn6 FP inh -1, PLCb3 inh -6, ADAM17 inh 0, ADAM10 inh -3, ASAP1 GAP inh 11, ARFGAP1 inh 4, Tn7 DDE FP -6, TDP2 absorb -3, PLCg1 inh 0 and SIAE inh 4.
For NC(=O)c1ccccc1NC(=O)COC(=O)CSCc1cccc(Cl)c1 the results were DDE Tn6 FP inh -5, PLCb3 inh -9, ADAM17 inh 2, ADAM10 inh -12, ASAP1 GAP inh -16, ARFGAP1 inh 4, Tn7 DDE FP -2, TDP2 absorb 3, PLCg1 inh 0 and SIAE inh -1.
Screening CCOC1=C2CN(S(=O)(=O)c3ccc(C)cc3)[C@H](c3ccccc3)C[C@@H]2N(S(=O)(=O)c2ccc(C)cc2)[C@H](c2cccs2)C1 returned DDE Tn6 FP inh -1, PLCb3 inh 1, ADAM17 inh -4, ADAM10 inh 3, ASAP1 GAP inh -1, ARFGAP1 inh -14, Tn7 DDE FP 6, TDP2 absorb 2, PLCg1 inh -2 and SIAE inh 0.
`C=CCNC(=O)c1cc(-c2ccc(Br)cc2)on1` gave DDE Tn6 FP inh -7, PLCb3 inh -2, ADAM17 inh -1, ADAM10 inh 5, ASAP1 GAP inh -5, ARFGAP1 inh 4, Tn7 DDE FP 5, TDP2 absorb 0, PLCg1 inh 6 and SIAE inh -9.
`CCOC(=O)c1c(NC(=O)CSC2=NN3CCCC(=O)N=C3S2)sc2c1CCCCC2` gave DDE Tn6 FP inh -3, PLCb3 inh -6, ADAM17 inh 3, ADAM10 inh -10, ASAP1 GAP inh 0, ARFGAP1 inh -6, Tn7 DDE FP 0, TDP2 absorb 0, PLCg1 inh 4 and SIAE inh -6.
Screening CCC(=O)Nc1nnc(SCC(=O)Nc2cccc(Cl)c2)s1 returned DDE Tn6 FP inh 0, PLCb3 inh -8, ADAM17 inh -2, ADAM10 inh -3, ASAP1 GAP inh -6, ARFGAP1 inh 15, Tn7 DDE FP -6, TDP2 absorb -6, PLCg1 inh 1 and SIAE inh 1.
`CC1CCN(C(=O)c2ccccc2NC(=O)Cc2ccccc2)CC1` gave DDE Tn6 FP inh 0, PLCb3 inh -8, ADAM17 inh -4, ADAM10 inh -9, ASAP1 GAP inh -3, ARFGAP1 inh -6, Tn7 DDE FP 5, TDP2 absorb 11, PLCg1 inh -1 and SIAE inh -2.
Screening COc1ccccc1-c1nnc2sc(-c3cnccn3)nn12 returned DDE Tn6 FP inh -5, PLCb3 inh -9, ADAM17 inh -5, ADAM10 inh -3, ASAP1 GAP inh -1, ARFGAP1 inh -1, Tn7 DDE FP -1, TDP2 absorb 7, PLCg1 inh -5 and SIAE inh 8.
For O=S(=O)(c1ccc(Oc2ccc(S(=O)(=O)N3CCOCC3)cc2)cc1)N1CCOCC1 the results were DDE Tn6 FP inh -5, PLCb3 inh 2, ADAM17 inh -1, ADAM10 inh -1, ASAP1 GAP inh 5, ARFGAP1 inh -5, Tn7 DDE FP -4, TDP2 absorb 3, PLCg1 inh -1 and SIAE inh 1.
Screening Cc1nc2sc(-c3ccccc3)nn2c(=O)c1Br returned DDE Tn6 FP inh 0, PLCb3 inh -2, ADAM17 inh -4, ADAM10 inh -3, ASAP1 GAP inh -2, ARFGAP1 inh -10, Tn7 DDE FP -1, TDP2 absorb 4, PLCg1 inh 1 and SIAE inh 1.
`CCC(NC(=O)c1ccccc1NC(=O)c1ccco1)C(=O)NNC(=O)c1ccc(OC)cc1` (stereo not given) gave DDE Tn6 FP inh -1, PLCb3 inh -6, ADAM17 inh 1, ADAM10 inh 3, ASAP1 GAP inh -1, ARFGAP1 inh 11, Tn7 DDE FP -4, TDP2 absorb 5, PLCg1 inh -9 and SIAE inh 8.
Cc1nnc(-c2cnn(-c3ccccc3)c2N)n1Cc1ccc(F)cc1 was read as DDE Tn6 FP inh 7, PLCb3 inh 0, ADAM17 inh 1, ADAM10 inh 0, ASAP1 GAP inh -2, ARFGAP1 inh -3, Tn7 DDE FP -1, TDP2 absorb -2, PLCg1 inh 0 and SIAE inh 1.
N#CC1=C(N)N(c2ccccc2)C2=C(C(=O)CCC2)C1c1ccsc1 (stereo not given) was read as DDE Tn6 FP inh 1, PLCb3 inh -50, ADAM17 inh 0, ADAM10 inh 0, ASAP1 GAP inh -15, ARFGAP1 inh 6, Tn7 DDE FP -1, TDP2 absorb -19, PLCg1 inh -37 and SIAE inh 16.
Screening N#Cc1ccccc1OCC(=O)NC(=O)NCc1ccccc1 returned DDE Tn6 FP inh -3, PLCb3 inh -10, ADAM17 inh -4, ADAM10 inh -3, ASAP1 GAP inh -2, ARFGAP1 inh 3, Tn7 DDE FP -7, TDP2 absorb -4, PLCg1 inh 2 and SIAE inh -1.

Next part; the last 2 above are carried over.
N#CC1=C(N)N(c2ccccc2)C2=C(C(=O)CCC2)C1c1ccsc1 (stereo not given) was read as DDE Tn6 FP inh 1, PLCb3 inh -50, ADAM17 inh 0, ADAM10 inh 0, ASAP1 GAP inh -15, ARFGAP1 inh 6, Tn7 DDE FP -1, TDP2 absorb -19, PLCg1 inh -37 and SIAE inh 16.
Screening N#Cc1ccccc1OCC(=O)NC(=O)NCc1ccccc1 returned DDE Tn6 FP inh -3, PLCb3 inh -10, ADAM17 inh -4, ADAM10 inh -3, ASAP1 GAP inh -2, ARFGAP1 inh 3, Tn7 DDE FP -7, TDP2 absorb -4, PLCg1 inh 2 and SIAE inh -1.
Screening Cc1ccccc1OCC(=O)Nc1ccc2c(c1)OCO2 returned DDE Tn6 FP inh 5, PLCb3 inh -2, ADAM17 inh 5, ADAM10 inh -7, ASAP1 GAP inh 5, ARFGAP1 inh 8, Tn7 DDE FP -5, TDP2 absorb -7, PLCg1 inh 2 and SIAE inh 2.
For O=C(NCCCCc1ccccc1)C1CCCC1 the results were DDE Tn6 FP inh 10, PLCb3 inh -4, ADAM17 inh -3, ADAM10 inh 3, ASAP1 GAP inh 11, ARFGAP1 inh 6, Tn7 DDE FP 9, TDP2 absorb -5, PLCg1 inh -4 and SIAE inh -2.
`Cc1cc(C)n2cc(CSCc3ccccc3)nc2n1` gave DDE Tn6 FP inh 1, PLCb3 inh -351, ADAM17 inh -357, ADAM10 inh inactive, ASAP1 GAP inh -4, ARFGAP1 inh -6, Tn7 DDE FP 1, TDP2 absorb 2, PLCg1 inh -272 and SIAE inh 3.
Screening Cc1nnc(NC(=O)CS(=O)(=O)Cc2ccccc2)s1 returned DDE Tn6 FP inh 8, PLCb3 inh -6, ADAM17 inh -1, ADAM10 inh -15, ASAP1 GAP inh -11, ARFGAP1 inh -3, Tn7 DDE FP 7, TDP2 absorb 2, PLCg1 inh -5 and SIAE inh 0.
Cc1ccc(C)c(S(=O)(=O)N2CCCOC2CNC(=O)C(=O)NCCCN2CCOCC2)c1 (stereo not given) was read as DDE Tn6 FP inh 2, PLCb3 inh -2, ADAM17 inh -2, ADAM10 inh -7, ASAP1 GAP inh -23, ARFGAP1 inh -6, Tn7 DDE FP 2, TDP2 absorb -9, PLCg1 inh -3 and SIAE inh 1.
For Clc1ccc2c(N/N=C/c3cccc(Br)c3)ccnc2c1 the results were DDE Tn6 FP inh -4, PLCb3 inh -16, ADAM17 inh 6, ADAM10 inh -10, ASAP1 GAP inh 16, ARFGAP1 inh 38*, Tn7 DDE FP -3, TDP2 absorb -1, PLCg1 inh -14 and SIAE inh 27*.
`CCc1ccc(C(=O)NNC(=O)CCC2CCCCC2)cc1` gave DDE Tn6 FP inh 3, PLCb3 inh -4, ADAM17 inh -5, ADAM10 inh -3, ASAP1 GAP inh 13, ARFGAP1 inh -4, Tn7 DDE FP 3, TDP2 absorb -2, PLCg1 inh 1 and SIAE inh -2.
Screening CCOC(=O)NC(=O)CSc1cc(C)c2cc(C)cc(C)c2n1 returned DDE Tn6 FP inh -1, PLCb3 inh -2, ADAM17 inh 0, ADAM10 inh -5, ASAP1 GAP inh 4, ARFGAP1 inh -1, Tn7 DDE FP 1, TDP2 absorb 4, PLCg1 inh 4 and SIAE inh 2.
For CC12CCC(C)(O1)C1C(=O)N(c3nccs3)C(=O)C12 (stereo not given) the results were DDE Tn6 FP inh 1, PLCb3 inh 1, ADAM17 inh -3, ADAM10 inh -4, ASAP1 GAP inh 5, ARFGAP1 inh 17, Tn7 DDE FP 6, TDP2 absorb -2, PLCg1 inh -3 and SIAE inh 3.
`CCN(CC)c1ccc(NC(=O)COc2ccc(C#N)cc2)cc1S(=O)(=O)Nc1ccc(OC)cc1` gave DDE Tn6 FP inh -6, PLCb3 inh -3, ADAM17 inh 7, ADAM10 inh 15, ASAP1 GAP inh -7, ARFGAP1 inh 2, Tn7 DDE FP 0, TDP2 absorb 4, PLCg1 inh -4 and SIAE inh -22.
`CSc1ncccc1C(=O)Nc1cc(Cl)ccc1N1CCOCC1` gave DDE Tn6 FP inh 0, PLCb3 inh -8, ADAM17 inh 4, ADAM10 inh -3, ASAP1 GAP inh 14, ARFGAP1 inh 5, Tn7 DDE FP -10, TDP2 absorb -4, PLCg1 inh -4 and SIAE inh 4.
Screening COc1ccccc1NC(=O)CCn1c(=O)sc2ccccc21 returned DDE Tn6 FP inh -6, PLCb3 inh 1, ADAM17 inh 4, ADAM10 inh -3, ASAP1 GAP inh 0, ARFGAP1 inh 7, Tn7 DDE FP -2, TDP2 absorb -18, PLCg1 inh 4 and SIAE inh 3.

Structural class: the entries above containing fluorine
COC(=O)CSC1=C(C#N)C(c2ccc(F)cc2)CC(=O)N1 (stereo not given) was read as DDE Tn6 FP inh -3, PLCb3 inh -2, ADAM17 inh -1, ADAM10 inh -6, ASAP1 GAP inh 16, ARFGAP1 inh -7, Tn7 DDE FP -3, TDP2 absorb 6, PLCg1 inh -1 and SIAE inh 3.
Cc1nnc(-c2cnn(-c3ccccc3)c2N)n1Cc1ccc(F)cc1 was read as DDE Tn6 FP inh 7, PLCb3 inh 0, ADAM17 inh 1, ADAM10 inh 0, ASAP1 GAP inh -2, ARFGAP1 inh -3, Tn7 DDE FP -1, TDP2 absorb -2, PLCg1 inh 0 and SIAE inh 1.
